Screening data (PubChem)
H9c2 TAG inh = reduces triacylglycerol accumulation in H9c2 cells; Nile Red lipid (TAG) fluorescence; cells loaded with 200 µM oleic acid; inhibition, % at 12.5 µM; 0.66% of 230,000 active;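 active means pattern-corrected inhibition of lipid staining of at least 50% with the nuclear-stain viability signal not falling by more than 50%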;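 further: 0% = DMSO wells and 100% = triacsin C control wells; some results filed as inactive read as strong as hits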
H9c2 TAG inh DAPI viability = second read-out of H9c2 TAG inh, no call of its own (marks repeat the call); DAPI nuclei signal change (viability), lower = more cytotoxic, %;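 whole-well DAPI fluorescence read on a plate reader as a viability signal; minus 50 percent equals half of cells still viable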
An asterisk follows results filed as active. A portion of the library; count on the stated rates, not on these rows.

SMILES | H9c2 TAG inh | H9c2 TAG inh DAPI viability
Cn1c(CC(=O)Nc2ccc(Cl)c(Cl)c2)nnc1SCC(=O)NCc1ccccc1 | -4 | 6
CCOc1ccc(N(CC(=O)Nc2ccc(C)cc2)S(C)(=O)=O)cc1 | -1 | -3
NS(=O)(=O)c1ccc(-c2ccc(/C=C3\C(=O)Nc4cc(Cl)ccc43)o2)cc1 | -20 | 3
Cc1ccc(/C=N/N2CCN(Cc3cccc4ccccc34)CC2)o1 | -14 | 16
CCN(CC)S(=O)(=O)c1ccc(N2CCOCC2)c(NC(=O)C(=O)c2c(-c3ccccc3)cc3ccccn23)c1 | 1 | 9
CN(CC(=O)Nc1ccccc1Br)C(=O)c1ccc2c(=O)n3c(nc2c1)CCC3 | -10 | 6
Nn1c(SCC(=O)NC2CCCCC2)nnc1C1CC1 | 20 | -14
COc1ccc(CNC(=S)N2CCN(Cc3ccccc3)CC2)cc1 | -5 | 7
COc1ccc(OC)c(NC(=O)Cn2cnc3c(cnn3-c3ccccc3)c2=O)c1 | 0 | 0
CCOC(=O)c1cc(NC(=O)CC(C)(C)CC(=O)O)ccc1N1CCCCC1 | 4 | -2

Profiles as entered above.
`CCOC(=O)c1cc(NC(=O)CC(C)(C)CC(=O)O)ccc1N1CCCCC1` as listed: H9c2 TAG inh = 4; H9c2 TAG inh DAPI viability = -2
`CCOc1ccc(N(CC(=O)Nc2ccc(C)cc2)S(C)(=O)=O)cc1` as listed: H9c2 TAG inh = -1; H9c2 TAG inh DAPI viability = -3
`NS(=O)(=O)c1ccc(-c2ccc(/C=C3\C(=O)Nc4cc(Cl)ccc43)o2)cc1` as listed: H9c2 TAG inh = -20; H9c2 TAG inh DAPI viability = 3

Five entries already listed, arranged by SMILES length, ascending.
SMILES | H9c2 TAG inh | H9c2 TAG inh DAPI viability
COc1ccc(CNC(=S)N2CCN(Cc3ccccc3)CC2)cc1 | -5 | 7
Cc1ccc(/C=N/N2CCN(Cc3cccc4ccccc34)CC2)o1 | -14 | 16
CCOc1ccc(N(CC(=O)Nc2ccc(C)cc2)S(C)(=O)=O)cc1 | -1 | -3
COc1ccc(OC)c(NC(=O)Cn2cnc3c(cnn3-c3ccccc3)c2=O)c1 | 0 | 0
CCN(CC)S(=O)(=O)c1ccc(N2CCOCC2)c(NC(=O)C(=O)c2c(-c3ccccc3)cc3ccccn23)c1 | 1 | 9

Next records:
SMILES | H9c2 TAG inh | H9c2 TAG inh DAPI viability
OC(CN1CCN(Cc2ccccc2)CC1)c1ccc(Br)cc1 (stereo not given) | -3 | 4
Cc1cc(C)cc(N(CCC(=O)O)S(=O)(=O)c2ccc3ccccc3c2)c1 | -16 | 3
C=CCOC(=O)CCCC(=O)NC1CCCCC1 | -5 | -6
Cc1ccc(S(=O)(=O)N2CC(O)CC2C(=O)Nc2ccc3c(c2)CCC3)cc1 (stereo not given) | -77 | -8
COc1ccc(NS(=O)(=O)c2ccc(NC(=O)C3CCCO3)cc2)cc1 (stereo not given) | -29 | -7
Cc1ccc(O)c(NC(=S)NC(=O)C(C)C)c1 | -6 | 21
COC(=O)/C(=C/c1c[nH]c2ccccc12)NC(C)=O | 6 | -1
O=C(NCc1cccnc1)/C(=C/c1ccco1)NC(=O)c1ccccc1 | 18 | -8
CN(C(=O)c1ccc2c(c1)CCN2S(C)(=O)=O)c1ccccc1 | 8 | -6
O=C(O)c1ccccc1N(Cc1ccccc1)C(=O)COc1ccccc1 | 2 | -3
Cc1nc2sc(C(c3ccc(C(C)C)cc3)N3CCN(CCO)CC3)c(O)n2n1 (stereo not given) | 2 | -1
COc1ccc(/C=C/C(=O)NC(=S)NNC(=O)c2cccs2)cc1 | 5 | 2
CCOc1ccc(NC(=O)C[n+]2ccccc2)cc1 | 18 | -6
